DAGLB inhibitor: blocks human DAGLB lipase activity | HEK293T DAGLB membrane lysate, EnzChek fluorogenic substrate | inhibition, % at 5.17 µM | 340,000 compounds, 0.059% hits | AID 504411; in the data active = inhibition above about 34%;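 note: 0% = enzyme with vehicle and 100% = wells lacking enzyme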
Target sequence (Q8NCG7 whole entry, looked up): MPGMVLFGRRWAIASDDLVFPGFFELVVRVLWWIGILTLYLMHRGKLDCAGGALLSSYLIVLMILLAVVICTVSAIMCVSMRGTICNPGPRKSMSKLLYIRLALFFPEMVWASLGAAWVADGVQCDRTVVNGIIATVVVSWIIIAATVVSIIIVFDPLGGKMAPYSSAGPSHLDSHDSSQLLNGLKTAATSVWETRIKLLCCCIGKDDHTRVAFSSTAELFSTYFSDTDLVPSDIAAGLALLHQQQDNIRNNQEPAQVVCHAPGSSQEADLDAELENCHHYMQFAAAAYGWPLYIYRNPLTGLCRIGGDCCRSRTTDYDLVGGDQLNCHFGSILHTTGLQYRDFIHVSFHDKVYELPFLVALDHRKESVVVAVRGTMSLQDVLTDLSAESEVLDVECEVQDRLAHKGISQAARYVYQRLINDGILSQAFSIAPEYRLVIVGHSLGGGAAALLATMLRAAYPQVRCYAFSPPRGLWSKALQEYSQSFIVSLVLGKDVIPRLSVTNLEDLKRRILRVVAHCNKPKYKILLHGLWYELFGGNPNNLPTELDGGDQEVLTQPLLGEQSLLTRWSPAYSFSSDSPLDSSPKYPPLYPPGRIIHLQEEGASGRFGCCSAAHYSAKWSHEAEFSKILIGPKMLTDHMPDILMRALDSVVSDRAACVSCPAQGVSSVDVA
PvdQ inh: P. aeruginosa PvdQ acylase inhibition; purified PvdQ acylase, fluorescence plate reader; inhibition, % at 10 µM; 340,000 compounds, 0.063% hits; AID 488965; in the data active = inhibition above about 30%, passing the limit was not always enough;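 note: 0% = vehicle neutral wells and 100% = reference inhibitor wells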
Tat export inh: blocks Tat-dependent protein export in E. coli | E. coli MC4100 TorA-mCherry Tat export, fluorescence | inhibition, % at 10 µM | 340,000 compounds, 0.036% hits | AID 488895;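 active = mean replicate inhibition at least 50% and at least half of replicates individually reaching 50%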;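 note: exported cargo escapes ClpAP degradation while cytoplasmic cargo is degraded and loses fluorescence; 0% = median of neutral control wells and 100% = median of NaSCN control wells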
CAL PDZ FP: inhibitors of human CAL PDZ peptide binding. purified CAL PDZ, TMR-peptide fluorescence polarization, 1 h. Q9HD26. 330,000 compounds, 0.02% hits. inhibition, % at 20 µM;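 active = highest replicate inhibition of at least 40%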;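 note: plate controls were DMSO neutral control wells for no effect and unlabeled competitor peptide control wells for full effect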
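Control set: unlabelled peptide and DMSO controls / Material: purified CerCALP PDZ construct / Timing: 1 h incubation at room temperature before polarization reading / Doses: 20 µM, one dose / Detection: fluorescence polarization (mP)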
Wnt act: Wnt/beta-catenin pathway activation; AID 743398; Wnt/beta-catenin reporter cell assay, activator, plate reader; activation, % at 9.35 µM; 300,000 compounds, 1.2% hits; in the data active = activation above about 30%, passing the limit was not always enough;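 note: 0% = neutral control wells and 100% = positive control wells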
Rtt109 Vps75: inhibitors of Candida albicans Rtt109/Vps75 histone acetyltransferase. 330,000 compounds, 0.16% hits. inhibition, % at 34.9 µM. purified Rtt109/Vps75, ThioGlo CoA-SH fluorescence, 4 h. Q5AAJ8;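 active = inhibition of at least 50% in every replicate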
Target sequence (Q5AAJ8 whole entry, looked up): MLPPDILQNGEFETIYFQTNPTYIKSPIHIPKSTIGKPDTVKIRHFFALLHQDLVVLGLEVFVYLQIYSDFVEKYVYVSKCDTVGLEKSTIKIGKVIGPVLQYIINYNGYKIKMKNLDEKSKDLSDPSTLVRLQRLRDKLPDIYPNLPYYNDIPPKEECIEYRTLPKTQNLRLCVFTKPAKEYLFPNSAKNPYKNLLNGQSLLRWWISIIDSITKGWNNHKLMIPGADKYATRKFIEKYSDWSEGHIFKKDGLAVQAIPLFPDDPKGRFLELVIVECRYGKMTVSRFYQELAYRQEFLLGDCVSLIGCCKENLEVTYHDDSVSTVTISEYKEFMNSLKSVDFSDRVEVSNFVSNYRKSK
PfHsp90 yeast 2: reduces growth (ATP signal) of yeast expressing P. falciparum Hsp90; S. cerevisiae expressing PfHsp90, BacTiter-Glo ATP, 48 h; yeast lacking PDR1 and PDR3 efflux regulators; inhibition, % at 9.4 µM; 310,000 compounds, 0.32% hits; AID 504621;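 active = every replicate shows inhibition above about 80%, whatever the replicate mean, limit read from the data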;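 note: 0% = DMSO neutral controls and 100% = 20 µM radicicol positive controls; yeast relying on Plasmodium falciparum Hsp90 in place of its own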
AddAB inh: less growth of phage-infected E. coli with AddAB; E. coli expressing H. pylori AddAB, absorbance growth; inhibition, % at 11.9 µM; 330,000 compounds, 0.29% hits; in the data active = inhibition above about 12%;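 note: 0% = vehicle wells of infected cells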
E coli growth: reduces bacterial viability in AddAB counter-screen; E. coli V3065 growth, OD600 absorbance, 18 h; inhibition, % at 11.9 µM; 330,000 compounds, 0.27% hits; AID 449728;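 active = inhibition above the campaign's mean inhibition across all tested compounds plus 3 SD, cut at about 9.9% in these data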;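 note: uninfected addAB+ strain grown without phage in ampicillin broth; 0% = DMSO wells and 100% = ciprofloxacin 0.95 µg/ml wells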
phage Ecoli inh: E. coli growth loss with phage present; growth absorbance; inhibition, % at 11.9 µM; 360,000 compounds, 0.26% hits; AID 651602; in the data active = inhibition above about 11%
* marks the source's active call; other numbers are inactive results; x = not tested or not shown. This is a random part of the collection, and some 1.9% of all compounds hit somewhere here.

SMILES	DAGLB inhibitor	PvdQ inh	Tat export inh	CAL PDZ FP	Wnt act	Rtt109 Vps75	PfHsp90 yeast 2	AddAB inh	E coli growth	phage Ecoli inh
O=C(OC(C(=O)Nc1cc(Cl)cc(Cl)c1)c1ccccc1)C1=COCCO1 (stereo unspecified)	-4	-7	5	-1.1	2	10	-11	3.7	3.1	3.9
Cc1cc(C)n(CC(=O)Nc2ccc3c(c2)OCO3)c(=O)c1C#N	0	-14	11	-1.1	0	-1	x	-0.6	1.6	3.5
O=C(COC(=O)C1CC2C=CC1C2)Nc1cccc(S(=O)(=O)N2CCOCC2)c1 (stereo unspecified)	-4	2	-1	1.0	0	7	23	4.2	2.3	1.5
Cc1cc(C)c(C(=O)C[n+]2cccc(C(N)=O)c2)c(C)c1	x	-8	1	-0.5	-16	10	8	4.4	3.1	1.7
O=C(Nc1ccccc1Cl)C(=O)c1cn(CC(=O)N2CCOCC2)c2ccccc12	-3	-17	-6	-2.8	39*	-1	6	3.5	-1.9	2.6
COc1ccc(-n2nc(C(=O)NCC(=O)NC(C)C)c3ccccc3c2=O)cc1OC	-4	2	-1	0.0	1	-3	9	0.9	3.2	2.1
CC#CC[N+](C)(C)CCCCCCCCCC	0	-24	6	0.1	-5	-2	-3	1.7	-0.2	2.9
Cc1ccc(C)c(N2CCN(C(=O)CCc3nc(-c4ccc(F)cc4)no3)CC2)c1	-8	-11	22	-1.1	-2	-3	-12	-0.4	-0.7	2.4
CC12CC3CC(C)(C1)CC(C(=O)N1CCN(C(=O)c4ccco4)CC1)(C3)C2	-5	-15	1	-1.1	0	-13	28	1.3	1.2	-0.2
CCOc1ccccc1NC(=O)CSc1nnc(-c2ccccn2)n1Cc1ccco1	-2	-15	6	-3.0	-6	0	-15	2.0	-1.8	2.6
CC1=C(C(=O)OCc2ccccc2)C(c2ccc(-c3ccccc3)cc2)NC(=O)N1CCCCCC(=O)O (stereo unspecified)	6	-13	17	-0.8	-5	28	-12	-0.6	-0.2	1.1
COC(=O)c1ccccc1NC(=O)CSc1nnc(C(CO)NC(=O)c2ccccc2)n1C (stereo unspecified)	-2	8	-3	-1.5	-1	10	17	2.1	1.6	3.1
N#C/C(=C\c1ccc(O)cc1)C(=O)N1CCCC1	-2	-6	-11	-1.8	2	-1	11	0.1	-0.3	0.5
COCCn1c(SCCCc2ccccc2)nc2c1c(=O)[nH]c(=O)n2C	2	-12	-2	-1.5	-2	-1	10	4.7	0.9	0.6
CC(C)c1ccc(C(=O)NCCCN(C)C)cc1	-1	1	3	0.0	x	2	-8	1.5	2.4	3.1
S=C1Cc2ccccc2C(c2ccc(Cl)cc2)N1 (stereo unspecified)	-2	-17	-8	-2.0	-2	8	-5	-3.1	-0.4	-1.5
COc1ccc(NC(=O)C2CCN(C(=O)c3ccc(OC)cc3)CC2)cc1	1	-14	-6	-3.4	x	-7	-5	3.6	-0.2	2.4
COc1ccc(N2C(=O)C(F)(F)C2c2ccc(C)cc2)cc1OC (stereo unspecified)	-5	-7	9	2.0	3	-7	x	-0.3	2.0	3.0
CC1(C)CC2CC(C)(CN2C(=O)COC(=O)c2cc(Cl)cc(Cl)c2N)C1 (stereo unspecified)	-11	7	2	-0.7	-1	-2	0	1.3	1.0	0.8
COc1ccc(CNC(=O)COC(=O)CN2C(=O)COc3ccccc32)cc1	1	-4	-11	-0.5	4	-10	-11	0.9	-0.9	2.9
CCc1nnc(NC(=O)CSc2nnc(-c3ccccc3O)n2-c2ccc(C)cc2C)s1	3	-4	29	-0.7	x	16	2	4.5	0.0	0.6
O=C1CC(=O)C(n2cncn2)C(c2ccc(Cl)cc2Cl)C1 (stereo unspecified)	12	-9	6	-2.2	x	-11	5	1.7	-0.1	x
CCCc1cc(=O)[nH]c(SCC(=O)c2cc(C)n(C(C)COC)c2C)n1 (stereo unspecified)	-3	9	-1	-1.2	-1	2	3	1.1	1.7	3.6
CC(Oc1cccc(Cl)c1)C(=O)NNC(=O)c1cccnc1 (stereo unspecified)	-1	-11	5	0.9	-1	-1	42	-1.9	-1.1	2.7
Cc1ccc(NC(=O)c2sc3nc(C)nc(N4CCN(c5ccccn5)CC4)c3c2C)c(C)c1	0	-10	3	-4.0	-3	-7	29	-0.9	0.3	1.8
CC1(c2nnc(-c3ccc(Cl)cc3)o2)CC(c2ccncc2)=NO1 (stereo unspecified)	-3	-4	-10	-1.3	1	-3	32	4.7	-1.4	1.2
COC(=O)c1c(C)[nH]c(C(=O)C(C)OC(=O)C2=NNC(=O)CC2)c1C (stereo unspecified)	-1	18	-5	-3.0	3	-4	-20	1.9	0.8	-0.9
Cc1cc(C)n2ncc(C(=O)NCCc3ccccc3)c2n1	-4	-13	4	x	7	-3	23	2.1	1.4	1.1
COC(=O)c1ccc[n+](CC(=O)Nc2ccc(OC(F)F)cc2)c1	2	1	-6	-1.5	-2	-3	-16	1.0	1.3	2.9
O=C(O)c1cc(O)ccc1NC(=O)C1CCCO1 (stereo unspecified)	0	6	2	-2.5	3	26	-3	0.2	-1.4	1.6
Cc1cnc(NC(=O)CSc2nnc(COc3ccccc3)o2)s1	-1	-24	1	0.0	-1	-3	-14	-2.3	-1.6	1.5
BrC(=C\c1ccccc1)/C=N/N1CCN(c2ccccc2)CC1	-2	16	4	-0.4	4	0	-5	0.2	-0.2	3.0
COc1cc([N+](=O)[O-])ccc1NC(=O)CC(C)C	-1	-4	0	0.0	-2	6	-2	1.4	-1.4	2.8
CCN(CC(=O)Nc1ccc(NC(C)=O)cc1)C(=O)CSCc1c(C)noc1C	-2	-13	4	-0.6	8	2	5	-1.7	0.2	1.2
COc1ccc(N=Cc2c(O)[nH]c3ccccc23)cc1OC	5	-5	18	-1.3	x	24	40	1.0	3.0	2.5
O=C(Nc1cccc(C(=O)NC2CC2)c1)c1ccc(F)c(S(=O)(=O)N2CCOCC2)c1	2	-6	1	-2.7	16	-2	x	x	x	1.3
Cc1[nH]c2ccccc2c1/C=N/Nc1ccc([N+](=O)[O-])cc1S(=O)(=O)Nc1ccc(Cl)cc1	-1	3	0	-0.8	x	-4	-20	4.5	3.0	0.9
CC1=C(C(=O)Nc2ccccc2C)C2(CCCCC2)C(C(N)=O)C(=S)N1 (stereo unspecified)	-1	-2	-6	-0.3	-1	3	0	1.2	1.9	2.3
O=C(c1ccco1)n1nc(-c2ccco2)nc1SCc1ccccc1	-1	-8	1	0.1	22	-5	x	1.0	-1.9	4.2
COc1ccc(/C=C2\SC(=O)N(CC(=O)Nc3ccc(O)cc3)C2=O)cc1OC	1	-11	1	0.0	0	1	-3	x	x	1.6
CCOC(=O)c1cccc(NC(=O)C2(S(=O)(=O)c3ccc(Cl)cc3)CC2)c1	-5	-14	8	-2.4	-1	11	-34	8.7	1.6	0.6
CC(C)N1CCC(=NNC(=O)c2cccs2)CC1	1	-6	-4	0.8	13	4	-10	-2.0	0.6	2.2
CC1(C)CC(=O)C2=C(C1)N(c1ccc(Cl)cc1)C(=O)C2(O)C(F)(F)F (stereo unspecified)	-1	-13	3	-0.7	18	-8	40	5.7	-0.2	1.8
Cc1cc(C)cc(C(=O)NCC(=O)OCC(=O)c2c(N)n(C)c(=O)n(C)c2=O)c1	3	-6	-5	-0.8	-4	3	-27	1.5	0.9	1.8
C(=C\c1cccc2ccccc12)/c1nnc(-c2cccs2)o1	-15	-3	0	-0.9	x	1	1	2.2	2.9	-0.5
CC(=O)CSc1ccc(S(=O)(=O)N2CCN(C)CC2)cn1	-3	-12	3	-0.2	-4	5	1	1.5	1.1	0.5
Cc1sc(NC(=O)C2=COCCO2)c(C(N)=O)c1C	-1	3	-6	-3.9	-3	2	x	2.1	2.3	1.6
CN1CCc2c1nc1ccccc1c2N (tested in a mixture with another compound)	2	-13	-9	-0.8	0	-10	-19	-1.4	1.0	2.4
Cc1ccc(C(=O)OCC(=O)N2CCOCC2)c(C)c1	1	-12	3	-0.5	12	-20	21	3.6	0.2	1.9
CCc1ccc(NC(=O)C/C(C)=N/NC(=O)COc2ccc(C)cc2Br)cc1	-2	-5	7	-0.4	-2	18	-10	0.5	-1.0	1.9

Results in CAL PDZ FP and Wnt act (three entries from above):
| structure | CAL PDZ FP | Wnt act |
| --- | --- | --- |
| CCOC(=O)c1cccc(NC(=O)C2(S(=O)(=O)c3ccc(Cl)cc3)CC2)c1 | -2.4 | -1 |
| CC(C)N1CCC(=NNC(=O)c2cccs2)CC1 | 0.8 | 13 |
| CC1(C)CC(=O)C2=C(C1)N(c1ccc(Cl)cc1)C(=O)C2(O)C(F)(F)F (stereo unspecified) | -0.7 | 18 |

Continuation:
SMILES	DAGLB inhibitor	PvdQ inh	Tat export inh	CAL PDZ FP	Wnt act	Rtt109 Vps75	PfHsp90 yeast 2	AddAB inh	E coli growth	phage Ecoli inh
CCSc1ccc(C(=O)Nc2cccc(C)n2)cc1[N+](=O)[O-]	-4	-5	-6	0.8	0	7	18	1.7	0.2	1.7
COc1ccc(C=CC(=O)c2cc(O)ccc2O)cc1	6	-5	5	0.5	-8	-6	12	x	x	0.7
CCOc1ccc(OCC)c(NC(=O)c2nnn(CC(=O)Nc3cc(C)cc(C)c3)c2N)c1	-13	-16	-5	-2.1	-6	-12	-25	2.0	-1.0	3.6
CCOC(=O)C1(Cc2cccc(F)c2)CCN(Cc2cnn(CC)c2)CC1	-1	-9	2	-0.5	-2	-22	1	1.3	-2.1	2.2
COc1ccc(CCNC(=O)COC(=O)c2cc(OC)c(OC)cc2OC)cc1OC	2	-10	-2	-1.9	x	x	5	-0.9	0.0	2.2
COc1cccc(CNC(=O)c2csc3c2CCCC3)c1	-1	-1	-10	-0.9	1	8	-9	-0.2	0.2	0.9
Cc1c(CCC(=O)NCC(=O)NCC(=O)O)c(=O)oc2cc3oc4c(c3cc12)CCCC4	-3	-7	11	-1.6	1	4	11	-1.8	-1.2	0.2
COC(=O)c1c(NC(=O)c2ccccc2)sc(C(N)=O)c1C	-2	-12	-2	-0.9	-1	-22	-34	0.6	0.2	0.1
COc1ccc(S(=O)(=O)N2CCc3ccccc32)cc1C(=O)OCc1nnc(-c2ccccc2)o1	-1	2	4	-0.9	x	27	-19	1.1	-1.1	2.4
O=C(O)/C=C/C(=O)NCCc1ccccc1	-1	-7	2	-5.4	-1	4	2	-3.0	0.0	1.8
COC(=O)c1cc(Nc2cc(C)c3c(O)cccc3n2)cc(C(=O)OC)c1	-3	-3	2	0.0	1	6	-1	-2.3	0.8	4.4
O=C(N/N=C/c1ccccn1)c1cc(C2CC2)[nH]n1	-1	-12	-6	-0.4	9	2	-63	2.9	-1.3	4.3
Cc1c(-c2ccccc2)n[nH]c1C(=O)N=Nc1c(O)[nH]c2ccccc12	6	-13	-8	-0.7	3	2	-43	2.8	-3.3	2.9
O=[N+]([O-])c1ccc(C=NN2CCCCCC2)cc1	3	5	3	-0.5	60*	-4	x	x	x	1.9
CCOC(=O)C1CCCN(c2nc3ccccc3nc2NS(=O)(=O)c2ccc(C)cc2)C1 (stereo unspecified)	1	-17	5	-0.8	-2	2	7	0.1	-0.5	3.6

Compound activity from PubChem BioAssay.
